Screening results: PubChem, several laboratories
RSV antiviral HEp-2: RSV antiviral activity via CPE protection, HEp-2 cells, primary 10 µM value included (AID 2391). CPE inhibition, % at 10 µM, or IC50 in µM where a hit was titrated. actives 0.13% (n = 310,000). HEp-2 cells, RSV-induced CPE inhibition; higher % means a stronger effect; in the data active = a potency from the dose series; inconclusive = CPE inhibition mostly from about 23% at the one dose, without a potency; inactive = the rest, 99 in 100 with CPE inhibition below about 21%; also: strong numbers were not always called active
T cell HTS: T cell immune modulation candidate. 2C CD8+ T cell-vesicle binding, flow cytometry; hits give low values. calls only at 7 µM. actives 0.068% (n = 330,000). AID 2052;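 active = response, share of CD8 T cells binding vesicles, and their 90th percentile fluorescence all below set limits, cut at about 80% in these data, passing the limit was not always enough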
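incubation = binding step 1.5 h, 37 °C, antibody labelling 20 min, ice | test system = 2C mouse CD8+ T cells | read-out basis = percent CD8+ FL2 mean versus row control | controls = Peptide-free naked vesicles (low) and QL9 vesicles with 0.7% DMSO vehicle (high) | detection = flow cytometry of vesicle-bound cells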
Myeloid diff MLP: myeloid differentiation induction | actives 1% (n = 360,000) | ER-HoxA9 myeloid progenitors, lysozyme-GFP differentiation, flow cytometry | calls only at 10 µM | AID 624256;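 active = normalized GFP-positive differentiation at or above the plate's own cutoff, the solvent-only control mean plus 3 SD; inconclusive = no clear call, values can overlap the other calls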;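 also: cells exposed to compound for four days before flow analysis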
UTI89 phage lysis: inhibition of K1F phage lysis, E. coli UTI89, bacterial capsule biogenesis inhibitors, alamar blue (AID 488966); one-dose inhibition, % at 100 µM; IC50 in µM for titrated hits; E. coli UTI89 K1F phage lysis, alamar blue, 2 h; higher % means a stronger effect; actives 0.02% (n = 340,000);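 active = phage lysis inhibition, versus mean bacterial control, above a set limit; inconclusive = no clear call, values can overlap the other calls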;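 also: capsule biogenesis inhibitors block K1F phage lysis so surviving cells raise fluorescence; higher fluorescence means more inhibition of phage lysis; actives were called in the ten point dose series up to 300 µM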
NTR1 agonist: NTR1-driven beta-arrestin-GFP spot formation – imaging, U2OS cells, high content, primary screen (AID 493036) | actives 0.17% (n = 330,000) | agonist mode | activation, % at 20 µM;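 active = activation at or above 40% of the spot to cytoplasm intensity ratio, with at least 20 cells analyzed; inconclusive = wells under 20 cells, flagged as cytotoxic or low count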;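 also: 0% = DMSO without peptide and 100% = 100 nM NTR1 peptide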
Target sequence (P30989 whole entry, looked up): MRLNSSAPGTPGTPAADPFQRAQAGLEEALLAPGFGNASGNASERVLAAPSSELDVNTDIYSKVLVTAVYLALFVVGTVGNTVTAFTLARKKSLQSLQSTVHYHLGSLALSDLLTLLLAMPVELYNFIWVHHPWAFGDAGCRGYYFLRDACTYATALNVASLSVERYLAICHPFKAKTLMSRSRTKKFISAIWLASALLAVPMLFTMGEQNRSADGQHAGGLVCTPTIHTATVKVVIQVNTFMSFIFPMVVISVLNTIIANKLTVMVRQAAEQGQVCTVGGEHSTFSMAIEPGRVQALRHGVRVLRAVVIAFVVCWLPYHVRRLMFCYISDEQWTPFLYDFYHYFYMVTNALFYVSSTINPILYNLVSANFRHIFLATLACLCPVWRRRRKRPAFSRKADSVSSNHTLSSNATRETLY
MgcRacGAP inhibition: MgcRacGAP GTPase-activating activity inhibitors, confirmation, biochemical, ADP Hunter fluorescence | MgcRacGAP-stimulated Rac1 GTP hydrolysis, ADP Hunter fluorescence; higher % means a stronger effect; GST-tagged Rac1 F28L mutant substrate | inhibition, % at 30 µM; hits with a dose series show IC50 in µM | actives 0.6% (n = 340,000) | AID 624330;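 active = first-screen hits whose inhibition reached a set limit at any dose in the follow-up dose series; inconclusive = inhibition above the set first-screen limit but never retested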;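 also: fluorescence reports GDP produced by GAP-driven GTP hydrolysis; strong numbers were not always called active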
SV40 large T antigen: TAg ATPase/helicase activity blockers – biochemical (AID 1903); SV40 large T antigen ATPase/helicase inhibition assay; higher % means a stronger effect; inhibition, % at 20 µM, or IC50 in µM where a hit was titrated; actives 0.39% (n = 310,000); in the data active = a potency from the dose series; inconclusive = inhibition mostly from about 32% at the one dose, without a potency; inactive = the rest, 99 in 100 with inhibition below about 32%; also: strong numbers were not always called active
PhoP inhibition: PhoP-dependent GFP reporter repression – Salmonella Typhimurium, primary screen (AID 1863) | S. Typhimurium PhoP-regulated promoter GFP reporter, 4 h; higher % means a stronger effect | one-dose inhibition, % at 50 µM; IC50 in µM for titrated hits | actives 0.16% (n = 300,000);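 active = inhibition over 29.93%, a cutoff 3 SD above the screen mean, later confirmed by dose response; inconclusive = inhibition over 29.93% but no dose response follow-up; inactive = inhibition at most 29.93% or unconfirmed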;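 also: 0% = low Mg2+ inducing control and 100% = high Mg2+ repressing control; strong numbers were not always called active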
TNAP activation fold: human TNAP enzyme activators, primary screen, biochemical, luminescent, no phosphate acceptor, uHTS (AID 1001) | activation fold at 20 µM; hits with a dose series show EC50 in µM | purified TNAP, luminescent activation assay, no phosphate acceptor; higher activation fold means a stronger effect | actives 0.03% (n = 200,000); in the data active = activation fold from about 3, or a potency from the dose series; inactive = the rest, 99 in 100 with activation fold below about 1.6; also: many of its hits are not listed in these tables
T cell HTS vesicle-bound %: also measured in T cell HTS; calls as there; double positive events, %; measured here: CD8+ vesicle-bound cell fraction;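 binding gate set so that unloaded-vesicle control wells show 10% double positive cells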
NTR1 agonist cell count 20 µM: second read-out of NTR1 agonist, no call of its own (marks repeat the call); cell count; measured here: cell count, cytotoxicity flag
Myeloid diff MLP GFP+ MAC1+ %: second read-out of Myeloid diff MLP, no call of its own (marks repeat the call); GFP+ MAC1+ double positive, %; measured here: differentiation confirmed by MAC1 staining
An asterisk follows results filed as active; i = inactive; ? = inconclusive; · = not tested or not shown; + = active, no number; [ ] = dose if it differs, or a comment.

SMILES | RSV antiviral HEp-2 | T cell HTS | T cell HTS vesicle-bound % | Myeloid diff MLP | Myeloid diff MLP GFP+ MAC1+ % | UTI89 phage lysis | NTR1 agonist | NTR1 agonist cell count 20 µM | MgcRacGAP inhibition | SV40 large T antigen | PhoP inhibition | TNAP activation fold
Cc1ccc(/C=N/NC(=O)CSc2nc3ccccc3c(=O)n2-c2ccccc2)s1 | 0.8% | i | 48.3 | i | 0.4 | 1.0%[50 µM] | 12.0 | 63 | 1.9% | 11.8% | -12.2% | 1
Cc1cccc(NC(=S)NCCCN2CCOCC2)c1 | 0.3% | i | 45.4 | i | 0.2 | 5.7% | 0.2 | 56 | 3.4% | 12.8% | 7.5% | 1.1
CCOC(=O)C1CCCN(Cc2cc(=O)oc3cc(C)c(C)cc23)C1 (centres undefined) | 6.5% | i | 13.4 | i | 0.2 | 0.0% | 0.3 | 31 | 6.2% | -1.5% | 6.8% | 1
CC(C)C[C@H](NC(=O)N1CCn2c1nc1ccccc12)C(=O)NCc1ccco1 | 2.4% | i | 24.2 | + | · | -0.1% | 0.3 | 62 | 12.4% | 13.1% | -1.6% | ·
Cc1ccc(N/C(N)=N/c2nc3c(c(=O)[nH]2)CCCC3)c(C)c1 | 3.0% | i | 41.3 | + | 31.8* | 1.1% | 1.4 | 52 | -3.3% | -2.5% | -6.2% | 1.1
S=C1NC2(CCCC2)Nc2ccccc21 | 3.3% | i | 36.2 | i | 0.1 | 1.5%[50 µM] | 2.0 | 59 | 6.5% | 13.3% | -3.3% | 1.1
O=C(NCCS(=O)(=O)N1CCC2(CC1)OCCO2)c1ccc(F)cc1 | 0.6% | i | 27.0 | i | 0.5 | 0.2%[50 µM] | 1.4 | 61 | -7.2% | 18.3% | 7.8% | ·
COc1ccc(/C=C/C(=O)c2ccccc2O)cc1CN1CCOCC1 | -1.3% | i | 5.7 | i | 0.9 | -0.4% | 0.1 | 65 | 3.5% | -0.1% | 13.7% | 1.1
S=C(NCCc1ccccc1)Nc1cccc2cnccc12 | -2.1% | i | 37.2 | i | 0.3 | 0.3% | 7.7 | 58 | -0.4% | 0.4% | -6.2% | 0.5
COc1ccc(N(CC(=O)Nc2cc(OC)ccc2OC)S(=O)(=O)c2c(C)noc2C)cc1 | 6.1% | i | 11.4 | ? | · | -0.3% | 1.5 | 60 | -30.9% | 6.5% | -7.2% | ·
C/C(=N\NC(=O)CSc1nc(C)cc(C)n1)c1cccs1 | 1.7% | i | 45.6 | i | 0.0 | 0.3% | -0.5 | 87 | 2.4% | 5.1% | 0.3% | 1.1
CCOCC(=O)Nc1cc(OC)c(Cl)cc1OC | 0.8% | i | 54.5 | i | 0.6 | 5.3% | -2.7 | 84 | 4.8% | -3.7% | 4.0% | 1.1
CC(C)(C)c1ccc(OCc2ccc(C(=O)N/N=C/c3ccc(O)c(O)c3)cc2)cc1 | 6.3% | i | 2.2 | i | 1.9 | 1.3% | 4.0 | 53 | 14.3% | 20.2% | -1.9% | 1.1
CC(C)(C)c1ccc(C(=O)N/C(N)=N/c2nc3ccccc3o2)cc1 | 1.4% | i | 1.2 | i | 0.7 | -3.3% | 7.7 | 48 | 0.5% | 2.9% | -18.9% | 1.2
COc1ccc(/C=C/C(=O)N(CCC(N)=O)c2ccccc2)cc1S(=O)(=O)N1CCOCC1 | · | · | · | i | 0.9 | 1.1%[50 µM] | -0.8 | 59 | 1.1% | · | · | ·
CSc1ccccc1NC(=O)c1cc(C(C)C)on1 | 2.8% | i | 16.1 | i | 1.0 | 0.8% | 1.4 | 64 | 4.4% | 7.2% | -1.7% | 1.1
COc1cc(OC)c(C(=O)Nc2ccccc2-c2ccccc2)cc1OC | 60.6% | i | 4.3 | i | 1.1 | -0.1% | 5.7 | 33 | 6.0% | 20.4% | 5.2% | 1.1
Cc1noc(C)c1COc1cccc(C(=O)OCC(=O)NC(=O)c2ccc(OC(F)F)cc2)c1 | 2.3% | i | 42.4 | i | 0.4 | 1.9% | -1.8 | 31 | 3.3% | 0.4% | 13.2% | 1
CCCCOc1ccc(C(=O)NNC(=S)NC(=O)CC)cc1 | 1.2% | i | 40.6 | i | 0.7 | 7.8% | · | · | 3.3% | 13.0% | 1.0% | 2.3
CCOC(=O)Cn1nnnc1CN(Cc1ccc(OC)cc1)Cc1cc2cc(CC)ccc2[nH]c1=O | 1.2% | i | 15.0 | i | 2.2 | 0.1% | 2.6 | 65 | 1.1% | · | 8.6% | 1.1
Cc1ccc(N/C(N)=N/c2nc(CSc3nnc(C)s3)cc(=O)[nH]2)c(C)c1 | 1.5% | i | 2.4 | ? | · | -0.2% | 0.6 | 49 | 8.7% | 15.5% | 22.8% | 1.2
NS(=O)(=O)c1ccc(NC(=O)CSC2=NC(=O)C(c3ccccc3)C(=O)N2)cc1 (centres undefined) | 0.2% | i | 13.3 | i | 0.5 | -0.5% | -0.8 | 65 | -1.2% | 7.1% | -10.1% | 1.1
CCc1ccccc1NC(=O)CNC(=O)c1cc(C2CC2)nn1-c1ccccc1 | -0.8% | i | 24.7 | i | 0.7 | 3.0% | -2.3 | 47 | 0.4% | · | · | ·
CCCOC(=O)CC1C(=O)NCCN1C(=O)OC(C)(C)C (centres undefined) | 2.1% | i | 41.3 | i | 0.3 | 1.1% | 0.9 | 60 | 7.4% | 1.6% | -8.8% | 1
CCC(C)NC(=O)CN1C(=O)COc2ccc(S(=O)(=O)N3CCOCC3)cc21 (centres undefined) | 1.7% | i | 10.2 | i | 2.1 | 0.2% | 2.0 | 54 | 7.5% | 7.8% | -10.7% | ·
CN(CC(=O)Nc1ccccc1C(F)(F)F)C(=O)COc1ncnc2sccc12 | 0.2% | i | 43.2 | i | 1.0 | 2.7% | -0.4 | 48 | 3.2% | -2.0% | 0.5% | 1.1
CC(C)N(C(=O)C[n+]1ccc(/C=N/O)cc1)C(C)C | 0.7% | i | 60.7 | i | 0.5 | 0.2% | -1.4 | 87 | 1.6% | 0.4% | 0.7% | 1.1
O=C1C(=O)N(CCN2CCOCC2)C(c2ccccn2)/C1=C(/O)c1ccccc1 (centres undefined) | 0.3% | i | 47.4 | i | 0.2 | 2.7% | 2.4 | 60 | 9.9% | 9.1% | 6.7% | 1
CCCCCOC(=O)Cn1c(=O)oc2ccccc21 | 0.1% | i | 9.8 | i | 1.8 | -0.7% | -2.4 | 56 | 2.1% | 4.9% | 5.1% | 0.9
CC(C)(C)C(=O)NNC(=O)COc1ccc2ccccc2c1Br | 6.1% | i | 53.6 | i | 0.2 | 3.1%[50 µM] | 1.7 | 63 | 9.0% | 4.1% | -4.0% | 2.4
CCC(C)(C)n1c(=O)[nH]c2c(c1=O)CCC2 | 2.2% | i | 20.2 | i | 1.8 | -0.3% | 1.1 | 49 | 5.2% | 2.9% | 0.3% | 1
CC(C)(CO)NCc1ccc(Br)cc1 | -0.1% | i | 31.0 | i | 0.3 | 1.6% | 0.9 | 69 | 3.0% | 9.2% | 1.5% | 1
Cc1ccc(Cn2c(=N)c(C(=O)NCCN3CCOCC3)cc3c(=O)n4ccccc4nc32)cc1 | 1.7% | i | 7.1 | i | 0.0 | 0.3% | 5.1 | 64 | 11.7% | 3.6% | 0.5% | ·
Cc1ccn2cc(-c3ccc(O)c(O)c3)nc2c1 | 0.6% | i | 59.0 | i | 0.3 | 2.7% | 1.1 | 84 | ? | 12.9µM* | -5.7% | ·
CCCCSC(=S)NC1CCS(=O)(=O)C1 (centres undefined) | 0.4% | i | 7.7 | i | 0.9 | 0.2% | -1.3 | 59 | 0.1% | 8.2% | -2.2% | 0.7
CCN(CC)CC(=O)c1ccc(-c2ccccc2)cc1 | -0.1% | i | 40.2 | i | 3.1 | 5.0% | 0.2 | 69 | 12.0% | 11.5% | 2.1% | 1
CC1CCN(CCCNC(=O)c2cc3c(s2)-c2ccccc2OC3)CC1 | 0.8% | i | 4.1 | i | 0.7 | 0.6% | 1.6 | 37 | 12.0% | 13.9% | -5.2% | ·
Cn1c(=O)c2c(nc(Sc3ncnn3CC(=O)NC3CCCCC3)n2C)n(C)c1=O | -0.4% | i | 21.0 | i | 0.6 | -0.2% | -0.7 | 80 | -7.2% | 15.7% | · | ·
CCOc1ccc(C(CC(=O)O)NC(=O)c2ccco2)cc1 (centres undefined) | -1.6% | i | 51.1 | i | 1.7 | 0.3% | 0.5 | 86 | 11.2% | -6.1% | 15.7% | 1.1
C/C(=N\NC(=O)C1(C)NC(C)(C)Cc2ccccc21)c1ccccc1 (centres undefined) | 0.0% | i | 40.5 | i | 0.2 | -0.1% | 0.5 | 50 | 5.2% | · | · | 1
COCCCNC(=O)c1ccc2c(=O)n(Cc3ccc(Cl)cc3)c(=S)[nH]c2c1 | -1.2% | i | 57.9 | i | 0.6 | 0.3% | 1.8 | 75 | -9.6% | 1.7% | · | ·
CCCCN1C(=O)c2ccc(C(=O)OCC(=O)NCCc3ccc(S(N)(=O)=O)cc3)cc2C1=O | · | i | 31.4 | i | 1.6 | 1.3% | 3.1 | 54 | 3.4% | · | · | ·
CCN(CCCNC(=O)CN(C)S(=O)(=O)c1ccc2c(c1)CCC(=O)N2)c1cccc(C)c1 | 1.4% | i | 35.8 | i | 0.4 | 0.5% | -2.2 | 55 | 8.5% | 18.2% | 1.1% | 1.1
O=C1c2ccccc2C(=O)c2[nH]cnc21 | 3.1% | i | 6.9 | i | 0.2 | -0.7%[50 µM] | · | · | 5.6% | 7.0% | ? | ·
C=CCc1cccc(CNc2c(C)cc(C)cc2C)c1O | 0.7% | i | 12.1 | i | 0.2 | 0.2% | 0.1 | 35 | 4.9% | 1.4% | -10.5% | 1.1
CCOc1cc2[nH]c(=O)n(CCC(=O)N3CCN(c4ccccc4OC)CC3)c(=O)c2cc1OCC | 2.0% | i | 11.7 | i | 0.9 | 0.9% | -0.6 | 77 | 4.5% | 8.9% | 2.0% | 1
c1ccc(CCn2nnnc2CN2CCc3ccccc32)cc1 | 1.4% | i | 25.8 | i | 0.4 | 0.8% | 1.2 | 55 | 4.3% | 2.0% | -4.7% | 1.1
